Screens (PubChem)
AmpC detergent: qHTS Inhibitors of AmpC Beta-Lactamase (assay with detergent); P00811; AmpC hydrolysis of nitrocefin, absorbance 480 nm, 0.01% Triton; Potency, µM (doses to about 114 µM), without a hit: at the highest dose activity change, negative = inhibition, most hits filed as inhibitors; 370,000 tested, 0.041% active; AID 485294, 2010;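 further: potency means the concentration at half of the fitted maximal effect; 0% = no-compound wells and -100% = no-enzyme wells; nearly all actives have a fitted effect of over 25% in size; some results filed as inactive show a strong effect at the top dose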
Target sequence (P00811 whole entry, looked up): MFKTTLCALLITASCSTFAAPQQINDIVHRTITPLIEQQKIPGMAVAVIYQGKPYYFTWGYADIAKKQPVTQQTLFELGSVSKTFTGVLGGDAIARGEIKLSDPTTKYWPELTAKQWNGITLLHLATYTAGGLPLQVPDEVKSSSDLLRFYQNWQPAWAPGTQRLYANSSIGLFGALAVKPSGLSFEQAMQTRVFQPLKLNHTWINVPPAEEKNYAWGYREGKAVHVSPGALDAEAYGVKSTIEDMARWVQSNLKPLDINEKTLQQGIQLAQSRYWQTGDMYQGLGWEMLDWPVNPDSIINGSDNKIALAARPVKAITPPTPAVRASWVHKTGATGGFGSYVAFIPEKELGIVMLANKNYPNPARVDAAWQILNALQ
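20 mM phosphate pH 7.0 + 0.01% (detergent screen) or 0.0001% Triton X-100; 5.3 nM AmpC reagent; cpd preinc 15 min RT; nitrocefin (800 uM stock) to start; A480 q20 s × 4 min; Activity was normalised to no-enzyme and no-compound control wells.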
HCMV antiviral: qHTS Assay for inhibitors of the human cytomegalovirus (HCMV) | HFF cells, HCMV-luciferase reporter, 72 h; stronger effect = lower value | activity change, negative = inhibition, % at 57.5 µM | 410,000 tested, 4.5% active | AID 1259415, 2018; in the data active means activity change below about -60%; inconclusive means no clear call, values can overlap the other calls; inactive means above about -39%
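Two-dose cell screen: HFF monolayers treated with compounds and infected with luciferase-expressing HCMV at 1 PFU/cell, 72 h at 37C, then lysed for luciferase measurement.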
Sm TGR inh: qHTS Assay for the Inhibitors of Schistosoma Mansoni Peroxiredoxins. Potency, µM (series often up to 114 µM), without a hit: at the highest dose activity change, negative = inhibition, actives largely listed as inhibitors. purified TGR, DTNB reduction, TNB absorbance 405 nm. 360,000 tested, 3% active. AID 485364, 2010; further: potency means the concentration at half of the fitted maximal effect; nearly all actives have a fitted effect of over 60% in size
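Kinetic colorimetric format: TGR-catalysed, NADPH-driven DTNB reduction monitored via TNB absorbance. Enzyme dispensed at 20 nM; compound exposure 15 min at room temperature before reaction start.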
AMA1-RON2 inh: qHTS for Inhibitors of AMA1-RON; Towards Development of Antimalarial Drug Lead: Primary Screen. AlphaScreen AMA1-biotinylated RON2 peptide binding. Potency, µM (highest dose often 58.2 µM), for the others: at the highest dose activity change, negative = inhibition, hits mostly inhibitors. 360,000 tested, 0.2% active;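 further: potency means the concentration at half of the fitted maximal effect; 0% = vehicle wells and -100% = peptide control; nearly all actives have a fitted effect of over 45% in size; some results filed as inactive show a strong effect at the top dose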
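AMA1 (3D7) with his tag at 25 nM final met compounds first, then biotinylated RON2 peptide at 25 nM; detection used donor plus acceptor beads, 10 µg/mL apiece, read by AlphaScreen after 30 min at room temperature.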
Giardia FBPA inh: qHTS Assay for Inhibitors of Fructose-1,6-bisphosphate Aldolase from Giardia Lamblia | A8B2U2 | purified Giardia FBPA | Potency, µM (highest dose often 59.6 µM), for the others: at the top dose activity, negative = inhibition, hits mostly inhibitors | 290,000 tested, 0.71% active | AID 2451, 2010; further: potency means the concentration at half of the fitted maximal effect; nearly all actives have a fitted effect of over 55% in size
Target sequence (A8B2U2 whole entry, looked up): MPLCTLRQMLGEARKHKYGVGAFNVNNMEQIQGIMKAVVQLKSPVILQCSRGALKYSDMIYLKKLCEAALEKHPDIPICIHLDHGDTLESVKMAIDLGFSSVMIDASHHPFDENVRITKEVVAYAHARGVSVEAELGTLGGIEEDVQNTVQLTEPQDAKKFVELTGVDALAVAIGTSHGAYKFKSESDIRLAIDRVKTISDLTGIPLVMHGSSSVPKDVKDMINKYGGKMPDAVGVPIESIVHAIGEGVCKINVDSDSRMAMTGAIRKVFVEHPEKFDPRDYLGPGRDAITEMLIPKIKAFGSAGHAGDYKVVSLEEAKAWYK
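40 nM FBPA preincubated 10 min at RT with compound (up to 57.5 uM final), then substrate plus GAPDH/TPI/NAD/arsenate coupling and diaphorase/resazurin added. Fluorescence read after 20 min at RT, 525/598 nm.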
AmpC no deterg: qHTS Inhibitors of AmpC Beta-Lactamase (assay without detergent); P00811; AmpC nitrocefin hydrolysis, absorbance 480 nm, 0.0001% Triton; 330,000 tested, 0.52% active; Potency, µM (doses to about 57.1 µM), without a hit: at the top dose activity change, negative = inhibition, actives largely listed as inhibitors; AID 485341, 2010;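 further: potency means the concentration at half of the fitted maximal effect; plate controls were no compound for no effect and no enzyme for full effect; nearly all actives have a fitted effect of over 20% in size; some results filed as inactive show a strong effect at the top dose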
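20 mM phosphate pH 7.0 + 0.01% (detergent screen) or 0.0001% Triton X-100; 5.3 nM AmpC reagent; cpd preinc 15 min RT; nitrocefin (800 uM stock) to start; A480 q20 s × 4 min; Activity was normalised to no-enzyme and no-compound control wells.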
* hit, by the source's call; ? = inconclusive; · = no result given; & = joins results of further samples; [ ] = another dose, or the depositor's remark. Unless noted, the call rests on the fitted dose curve; in most records, active means well fitted curve in the direction sought with a large enough effect; inconclusive means small, poorly fitted or top-dose-only effect, or another doubt; inactive means no such curve, though single readings can be large; an effect the other way counts as inactive or inconclusive. Unless noted, on the % scale 0 is the no-effect control and ±100 the full control effect.

#	smiles	AmpC detergent	HCMV antiviral	Sm TGR inh
1	NC(=O)c1c(N)sc2c1CCCCC2	0%	38	0%
2	CN(C(=O)c1cc2n(n1)C(C(F)(F)F)CC(c1ccco1)N2)c1ccccc1 (centres undefined)	-4%	37	?
3	COc1ccc(CNC(=O)C(NC(C)=O)C(C)C)cc1OC (centres undefined)	1%	-32	2%
4	Cc1ccc(N(CC(=O)Nc2c(C)cccc2C)S(C)(=O)=O)cc1	-6%	9	-1%
5	COc1ccc(N2CCN(c3oc(COc4ccccc4)nc3C#N)CC2)cc1	0%	-18	6%
6	CC(C)OCC(O)CN1CCN(CC(O)COc2ccc3c(c2)OCO3)CC1 (centres undefined)	-6%	-2	0%
7	COC(=O)CN1C(=S)N(Cc2ccccc2)C(=O)C1CC(=O)Nc1ccc(Br)cc1 (centres undefined)	0%	9	2%
8	Cc1ccc(OCc2nc(C#N)c(N3CCCCC3)o2)cc1	5%	-15	25%

#	AMA1-RON2 inh	Giardia FBPA inh	AmpC no deterg
1	26%	?	-39%
2	-4%	?	17%
3	1%	5%	-15%
4	-7%	2%	-16%
5	?	-6%	27%
6	0%	3%	-16%
7	-5%	-6%	-13%
8	-28%	0%	-19%

Continued.
#	smiles	AmpC detergent	HCMV antiviral	Sm TGR inh
9	Cc1ccn2c(CNCCCn3cccn3)c(C(=O)N3CCCCCC3)nc2c1	-3%	2	-21%
10	COC(=O)C1=NN(c2ccc(C)cc2)C2C(=O)N(c3ccccc3OC)C(=O)C12 (centres undefined)	-14%	32	-19%
11	Cc1c(C)n(CC(O)CN2C(=O)c3ccccc3S2(=O)=O)c2ccccc12 (centres undefined)	4%	-22	6%
12	C/C(=N\Nc1ccc(C(F)(F)F)cn1)c1ccc(S(=O)(=O)NCc2ccco2)cc1	-7%	-4	-12%
13	CCC(=O)C1CCCN(C(=O)c2ccc(OC3CCN(C(=O)CCOC)CC3)cc2)C1 (centres undefined)	2%	52	-4%
14	Cc1ccc(C)c(CSc2ncccc2C(=O)O)c1	?	0	-10%
15	O=C(CSc1nnc(COc2ccccc2)o1)N1CCOCC1	7%	-9	23%
16	O=C(CN1C(=O)C(=O)N(C2CCCC2)C1=O)NCCc1ccc(Cl)cc1Cl	2%	0	0%

#	AMA1-RON2 inh	Giardia FBPA inh	AmpC no deterg
9	-10%	0%	3%
10	16%	-2%	47%
11	-17%	-4%	-1%
12	-1%	-2%	-23%
13	-8%	·	68%[activator]
14	-8%	-2%	-15%
15	83%[activator]	1%	-19%
16	-4%	·	-12%

Next section:
#	smiles	AmpC detergent	HCMV antiviral	Sm TGR inh
17	CCOc1ccc(NC(=O)c2cccs2)c([N+](=O)[O-])c1	10%	31	18%
18	CCOC(=O)CNC(=O)CSc1nnc(Cn2cnc3ccccc32)n1C	9%	50	1%
19	C[C@@H]1CC2[C@@H]3CC[C@H]4CC(=O)CC[C@]4(C)C3=CC[C@]2(C)[C@@]1(O)C(=O)CO (some centres undefined)	0%	-101*	-4%
20	COc1ccccc1NC(=O)c1c(C)cc(C)nc1SCC(=O)Nc1ccc(C)c(C)c1	19%	?	6%
21	C#CCNC(=O)C1=C[C@H](c2ccc3c(c2)OCO3)[C@@H](CCCO)[C@H](OCC)O1	9%	4	45µM*
22	C/C(=C\c1ccco1)C1C(C#N)=C(N)Oc2n[nH]c(-c3ccccc3)c21 (centres undefined)	4%	39	?
23	Cc1nc(OCc2ccccc2)c2ccccc2n1	1%	-20	-23%
24	COc1cc([N+](=O)[O-])ccc1-c1ccc(/C=N\n2cnnc2)o1	-8%	-5	0%

#	AMA1-RON2 inh	Giardia FBPA inh	AmpC no deterg
17	-17%	3%	-8%
18	-2%	-1%	-15%
19	-8%	6%	-5%
20	·	·	·
21	-3%	-8%	20%
22	-12%	-4%	?
23	2%	5%	15%
24	2%	5%	-15%

Three compounds from above, arranged by count of non-hydrogen atoms, low to high:
#	smiles	AmpC detergent	HCMV antiviral	Sm TGR inh
15	O=C(CSc1nnc(COc2ccccc2)o1)N1CCOCC1	7%	-9	23%
22	C/C(=C\c1ccco1)C1C(C#N)=C(N)Oc2n[nH]c(-c3ccccc3)c21 (centres undefined)	4%	39	?
21	C#CCNC(=O)C1=C[C@H](c2ccc3c(c2)OCO3)[C@@H](CCCO)[C@H](OCC)O1	9%	4	45µM*

#	AMA1-RON2 inh	Giardia FBPA inh	AmpC no deterg
15	83%[activator]	1%	-19%
22	-12%	-4%	?
21	-3%	-8%	20%

The listing continues:
#	smiles	AmpC detergent	HCMV antiviral	Sm TGR inh
25	COc1ccc(C)cc1NC(=O)c1cc(S(=O)(=O)N2CCCCC2)c[nH]1	-5%	?	0%
26	Cc1nn(C)c(C(=O)N/N=C/c2ccc(C(F)(F)F)cc2)c1[N+](=O)[O-]	-10%	26	5%
27	C[C@H](CO)N1C[C@H](C)[C@@H](CN(C)Cc2ccc3c(c2)OCO3)Oc2c(NS(C)(=O)=O)cccc2C1=O	·	4	·
28	Cc1ccc(C2(C)NC(=O)N(CC(=O)N(Cc3ccccc3)C(C)(C)C)C2=O)cc1 (centres undefined)	-3%	4	-3%
29	COc1ccccc1C(CNC(=O)C(C)(C)Oc1ccc(Cl)cc1)N1CCCC1 (centres undefined)	-15%	-39	-6%
30	COc1ccc(-c2nc(-c3ccccc3)nc(N3CCN(C)CC3)c2C#N)cc1	0%	-30	1%
31	NS(=O)(=O)c1cccc(NC(=O)Cn2cnc3ccccc3c2=O)c1	-7%	18	2%
32	CCOC(=O)C1CCN(C(=O)Cn2c(=O)oc3cc(S(=O)(=O)N4CCC(C)CC4)ccc32)CC1	-10%	16	-6%

#	AMA1-RON2 inh	Giardia FBPA inh	AmpC no deterg
25	·	·	·
26	-6%	-1%	-10%
27	-5%	·	8%
28	1%	2%	105%[activator]
29	13%	·	66%[activator]
30	0%	-1%	-9%
31	-4%	-1%	-13%
32	·	·	·

The listing continues:
#	smiles	AmpC detergent	HCMV antiviral	Sm TGR inh
33	CC(=O)OC(CC(=O)O)C[N+](C)(C)C (centres undefined)	-7%	62	-9%
34	Cn1nnc(NC(=S)NC(=O)c2cccc3c(Br)cccc23)n1	1%	0	-21%
35	O=C(O)c1cc2c(s1)-c1ccccc1OC2	-1%	21	-2%
36	CCOCN(C(=O)Cn1c(COC)nc2ccccc21)c1c(C)cccc1CC	1%&-9%	-1&-24	4%&-7%
37	CC(C)Sc1ncc(Cl)c(C(=O)Nc2ccc(S(=O)(=O)N3CCCCC3)cc2)n1	12%	-39	3%
38	Fc1ccccc1NC(=S)NNc1ncc(C(F)(F)F)cc1Cl	3%	-39	-12%
39	Cc1ccc2cc(CN(CC3CCCO3)S(=O)(=O)c3ccccc3)c3nnnn3c2c1 (centres undefined)	?	0	7%
40	C#CCOCCOCCOCCNc1nc(N2CCN(C(=O)[C@H](CCC(=O)O)n3cc(C(N)CO)nn3)CC2)nc(N2CCN(C(=O)[C@H](CCC(=O)O)n3cc(C(N)[C@H](C)CC)nn3)CC2)n1 (some centres undefined)	-6%	·	28µM*

#	AMA1-RON2 inh	Giardia FBPA inh	AmpC no deterg
33	1%	-4%	-16%
34	108%[activator]	?	-21%
35	-3%	29%	-13%
36	-4%	7%	141%[activator]
37	·	·	·
38	31%[activator]	20%	-20%
39	-6%	2%	24%
40	104%[activator]	-15%	116%[activator]

Other entries:
#	smiles	AmpC detergent	HCMV antiviral	Sm TGR inh
41	Cc1noc(C)c1C(=O)OCC(=O)N1CCN(S(=O)(=O)c2ccc3ccccc3c2)CC1	-1%	?	3%
42	O=C(Nc1cccc(OCC(=O)N2CCOCC2)c1)c1ccc(C(F)(F)F)cc1	0%	23	-8%
43	COc1cc2c(cc1OC)CN(CC(=O)Nc1ccc(C)c(C)c1)CC2	2%	3	-7%
44	CCCC(C(=O)NC(C)(C)CC)N(CC1CCCO1)C(=O)CNS(=O)(=O)c1ccc(F)cc1 (centres undefined)	4%	1	-13%
45	O=C(c1nc2ncccn2n1)N1CCN(c2ccccc2)CC1	-2%	-3	2%
46	Cc1ccc(Cl)cc1NC(=O)Cn1c(=O)cc(C)c2c(C)nn(C)c21	21%	-6	1%
47	COc1cc(CN2CCCC(C)C2)cc([N+](=O)[O-])c1O (centres undefined)	?	-12	0%
48	CC1CCN(c2nc(N(C)c3ccccc3)nc(N)c2[N+](=O)[O-])CC1	7%	30	12%

#	AMA1-RON2 inh	Giardia FBPA inh	AmpC no deterg
41	-4%	0%	-8%
42	-10%	-1%	10%
43	-1%	0%	49%
44	-13%	·	-1%
45	-2%	-8%	·
46	·	·	·
47	-5%	-6%	-12%
48	?	1%	-19%

Other results.
#	smiles	AmpC detergent	HCMV antiviral	Sm TGR inh
49	COc1ccc(CCNC(=O)CCCn2c(=O)c3cccn3c3cccnc32)c(OC)c1	-8%	-22	-9%
50	COCCCNc1nc2nonc2nc1N(C)CC1CCCN1C (centres undefined)	10%	-11	0%
51	CCSc1nnc(-c2cccc(S(=O)(=O)N(C)C)c2)n1-c1cc(OC)ccc1OC	-15%	20	3%
52	Cn1nnnc1Sc1c(Cl)cccc1[N+](=O)[O-]	-13%	-91*	-12%
53	CCOc1ccc(-c2cn(-c3cccc(SC)c3)c(=O)[nH]2)cc1	-13%	-37	-14%
54	CC(=O)N1c2ccc(S(=O)(=O)N3CCC(C(=O)Nc4cccc(Cl)c4C)CC3)cc2CC1C (centres undefined)	-5%	-29	0%
55	COc1ccccc1Nc1ncnc2ccc(C)cc12	-8%	-6	6%

#	AMA1-RON2 inh	Giardia FBPA inh	AmpC no deterg
49	-4%	0%	-14%
50	-1%	-4%	-6%
51	-7%	1%	179%[activator]
52	11%	1%	-22%
53	-1%	-3%	35µM*
54	·	·	·
55	10%	4%	·

In the list so far, 6 contain fluorine.
#	smiles	AmpC detergent	HCMV antiviral	Sm TGR inh
2	CN(C(=O)c1cc2n(n1)C(C(F)(F)F)CC(c1ccco1)N2)c1ccccc1 (centres undefined)	-4%	37	?
12	C/C(=N\Nc1ccc(C(F)(F)F)cn1)c1ccc(S(=O)(=O)NCc2ccco2)cc1	-7%	-4	-12%
26	Cc1nn(C)c(C(=O)N/N=C/c2ccc(C(F)(F)F)cc2)c1[N+](=O)[O-]	-10%	26	5%
38	Fc1ccccc1NC(=S)NNc1ncc(C(F)(F)F)cc1Cl	3%	-39	-12%
42	O=C(Nc1cccc(OCC(=O)N2CCOCC2)c1)c1ccc(C(F)(F)F)cc1	0%	23	-8%
44	CCCC(C(=O)NC(C)(C)CC)N(CC1CCCO1)C(=O)CNS(=O)(=O)c1ccc(F)cc1 (centres undefined)	4%	1	-13%

#	AMA1-RON2 inh	Giardia FBPA inh	AmpC no deterg
2	-4%	?	17%
12	-1%	-2%	-23%
26	-6%	-1%	-10%
38	31%[activator]	20%	-20%
42	-10%	-1%	10%
44	-13%	·	-1%
